# Screening results from PubChem.
# KB-3-1 tox – kills parental KB-3-1 adenocarcinoma cells. 400,000 tested, 1.4% active. Potency, µM (titrated, usually from 46.1 µM), for inactives: at the top dose activity change, negative = cytotoxic, most hits filed as cytotoxic. AID 1347075. KB-3-1 viability, CellTiter-Glo ATP luminescence, 72 h; also: potency is read from the fitted curve at half-maximal effect; % is scaled to controls: 0 for no effect and ±100 for the full control effect; nearly all actives have a fitted effect of over 60% in size
#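 72 h, 37 °C compound treatment of KB-3-1 parental cells; CellTiter-Glo added, 10 min, luminescence read. Data corrected against DMSO-only plates and normalized before curve fitting.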
# HT1080 IDH1KD tx – toxicity to HT-1080 IDH1 knockdown cells (counter line). Potency, µM (doses to about 46.1 µM), for the others: top-dose activity, negative = toxicity, actives largely listed as cytotoxic. 360,000 tested, 2% active. HT-1080 IDH1 knockdown viability, ATP luminescence, 48 h;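 also: potency is read from the fitted curve at half-maximal effect; 0% = DMSO wells and -100% = cell-free medium wells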
#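 In this qHTS, HT-1080 cells depleted of IDH1 are exposed for 48 h at 37 °C to compound titrations. Toxicity is scored from CellTiter-Glo luminescence, with DMSO as full viability and medium alone as none.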
# ATXN2 expr inh – reduces ATXN2 reporter expression in HEK-293 cells; AID 1745845; HEK-293 ATXN2-luciferase reporter, luminescence, 24 h; Potency, µM (series often up to 57 µM), for the others: at the top dose activity change, negative = inhibition, most hits filed as inhibitors; 360,000 tested, 0.72% active; also: potency is read from the fitted curve at half-maximal effect; % is scaled to controls: 0 for no effect and ±100 for the full control effect; nearly all actives have a fitted effect of over 55% in size
#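 ATXN2-luciferase reporter cells (luciferase flanked by upstream and downstream ATXN2 gene portions) were treated 24 h at 37 °C with compounds at up to 57 uM. SteadyGlo luminescence gave expression; GF-AFC fluorescence gave viability.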
# MCF10A rerep – DNA re-replication induction in MCF 10a cells. MCF 10A DNA re-replication, Hoechst nuclear intensity, 48 h. Potency, µM (top dose mostly 46.1 µM), for the others: top-dose activity, positive = re-replication, most hits filed as activators. 350,000 tested, 2.9% active; also: potency is read from the fitted curve at half-maximal effect; % of control where 0% means no effect; nearly all actives have a fitted effect of over 50% in size
# KB-V1 MDR tox – KB-V1 MDR subline cytotoxicity; KB-V1 MDR cells viability, CellTiter-Glo, 72 h; Potency, µM (series often up to 46.1 µM), for inactives: top-dose activity change, negative = cytotoxicity, most hits filed as cytotoxic; 400,000 tested, 3.4% active; also: potency is read from the fitted curve at half-maximal effect; % is scaled to controls: 0 for no effect and ±100 for the full control effect; nearly all actives have a fitted effect of over 60% in size
#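 Cytotoxicity via CellTiter-Glo luminescence after 72 h compound exposure at 37 degrees C. Cells: drug-selected KB-V1 line, DMEM phenol-red free plus 10% FBS. Compounds tested at multiple concentrations; normalized data fitted to concentration-effect curves.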
# SW480 rerep – inducers of DNA re-replication in SW480 colon cancer cells | 340,000 tested, 1.8% active | Potency, µM (highest dose often 46.1 µM), for inactives: at the highest dose re-replication activation, most hits filed as activators | AID 624297 | SW480 DNA re-replication, Hoechst DNA content imaging, 48 h; also: potency is read from the fitted curve at half-maximal effect; % of control where 0% means no effect; nearly all actives have a fitted effect of over 55% in size
#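 Readout is total intensity of Hoechst-stained nuclei, excited at 405 nm and collected at 500-530 nm. Compound treatment lasted 48 hr at 37 C in 5% CO2 before staining.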
# HT1080NT lethal – kills 2HG-producing HT-1080-NT fibrosarcoma cells; HT-1080-NT fibrosarcoma viability, CellTiter-Glo ATP luminescence, 48 h; Potency, µM (series often up to 46.1 µM), inactives show at the highest dose activity, negative = less viability, hits mostly cytotoxic; 360,000 tested, 1.6% active; AID 686970;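 also: NT is the 2HG producing partner of a matched IDH1 knockdown line; potency is read from the fitted curve at half-maximal effect; 0% = DMSO-treated cells and -100% = media-only wells without cells; nearly all actives have a fitted effect of over 55% in size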
#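 HT-1080-NT fibrosarcoma cells (2HG-overproducing), 750 cells/well in RPMI with 5% FBS, dosed after 2 h and incubated 48 h at 37C. CellTiter-Glo luminescence normalized to DMSO and no-cell wells; concentration-response curves fitted and classed.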
# IL-1B inflam inh – inflammasome signaling inhibition, IL-1 beta readout. 360,000 tested, 4.7% active. THP-1 LPS/ATP IL-1B secretion, AlphaLISA, 16 h; hits give low values. activity change, % at 57.5 µM; in the data active = activity change below about -50%; inconclusive = mostly about -30% to -49%; also: % is scaled to controls: 0 for no effect and ±100 for the full control effect
#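 Secreted IL-1B measured by AlphaLISA bead assay after 16 h compound exposure of THP-1 cells; compounds (final up to 57.5 uM) added 1 h before LPS (250 ng/mL) and ATP (1.25 mM) stimulation; lower signal means less secretion.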
# S2 tox – reduces viability in counter-screen for ATXN expression inhibitors. AID 651635. 400,000 tested, 0.49% active. Potency, µM (highest dose often 56.7 µM), most hits filed as cytotoxic. S2 cells (HEK-293 line with an ATXN2-luciferase reporter) viability, CellTiter-Fluor protease fluorescence, 24 h; also: potency is read from the fitted curve at half-maximal effect; nearly all actives have a fitted effect of over 40% in size
# * = called active by the depositor; i = inactive; ? = inconclusive; · = no result given; [ ] = another dose, or the depositor's remark. Unless noted, calls follow the shape of the dose curve; as a rule, active = well fitted curve in the direction sought with a large enough effect; inconclusive = small, poorly fitted or top-dose-only effect, or another doubt; inactive = no such curve, though single readings can be large; an effect the other way counts as inactive or inconclusive.
SMILES,KB-3-1 tox,HT1080 IDH1KD tx,ATXN2 expr inh,MCF10A rerep,KB-V1 MDR tox,SW480 rerep,HT1080NT lethal,IL-1B inflam inh,S2 tox
O=C(Nc1cc(Cl)cc(Cl)c1)c1cc(S(=O)(=O)N2CCC3(CC2)OCCO3)ccc1F,-15%,·,?,·,-2%,·,·,·,?
CCOC(=O)CCCNC(=O)CN1CCC(c2nc3ccccc3s2)CC1,22%,-16%,0%,0%,?,1%,-6%,10,i
COc1cc(/C=N/NC(=O)c2ccncc2)cc2c1OCO2,14%,-1%,-11%,0%,18%,-19%,-1%,14,i
O=C(NC(=S)NCC1CCCO1)c1ccc(Cl)cc1Cl (stereo not drawn),0%,5%,50%[activator],-1%,-3%,-3%,1%,-2,i
COC(=O)c1cc(S(=O)(=O)N2CCN(c3cccc(OC)c3)CC2)cn1C,3%,4%,4%,-28%,-2%,3%,12%,-11,i
Cc1cccc(NC(=S)N(CCN(C)C)Cc2cc3cc(C)ccc3[nH]c2=O)c1,-24%,?,-26%,?,?,0%,16µM*,-65*,i
CCNC(=O)c1cc2c(c(-c3cccc(-c4cccc(C(=O)N(C)C)c4)c3)n1)[C@@H](CCO)N(S(=O)C(C)(C)C)C2 (stereo partly drawn),0%,5%,-1%,·,10%,·,7%,-23,i
C[C@]12c3[nH]c4ccc(Cl)cc4c3CCN1C(=O)[C@@H](CC(=O)NCCc1ccccn1)C[C@@H]2C(=O)N1CCOCC1,0%,-4%,13%,3%,25%,-6%,3%,-27,i
Cc1noc(C)c1COc1ccccc1C(=O)NC(C)c1ccc(Cl)cc1 (stereo not drawn),-2%,3%,0%,-1%,1%,-4%,6%,31,?
COc1ccc(S(=O)(=O)Nc2ccc(NC(C)=O)cc2)cc1Br,-7%,-1%,7%,0%,5%,-2%,-5%,-5,i
Cc1ccc2[nH]c(C(=O)NN=C3CCCCC3)c(-c3ccccc3)c2c1,-15%,?,?,16µM*,?,?,?,20,i
COc1ccc(CCN(C)C(=O)c2cc(S(=O)(=O)NCc3ccccc3)ccc2C)cc1OC,?,-2%,?,?,?,?,-12%,-13,i
O=C(Nc1cccc(S(=O)(=O)N2CCCCCC2)c1)c1cc(=O)c2ccccc2o1,-15%,-18%,-29%,?,?,-6%,-10%,-9,i
COc1ccc(OC(=O)/C=C/c2ccc([N+](=O)[O-])cc2)cc1,-4%,8%,-19%,2%,15%,-4%,9%,22,i
COc1ccccc1NC(=O)NC1(C)CCS(=O)(=O)C1 (stereo not drawn),-1%,10%,3%,16%,-1%,1%,3%,14,i
Cc1cc([N+](=O)[O-])cc2c1-c1ncccc1C2=Nc1ccccc1,14%,-7%,-4%,-2%,-5%,-20%,0%,8,i
CCOC(=O)C1CCN(C(=O)CCc2nnc3ccc(NCc4ccco4)nn23)CC1,?,-6%,2%,7%,?,26%,4%,1,i
COCC(C)Nc1nc(C)c(C(C)=O)s1 (stereo not drawn),3%,2%,-6%,-1%,-6%,-2%,6%,20,i
CN(Cc1c(C(=O)N/N=C/c2ccc(O)cc2)nnn1-c1nonc1N)C1CCCCC1,2%,-16%,·,29%,2%,-13%,?,21,i
CCOc1ccc(C2CC(=O)Nc3nc(SCc4ccccc4C)[nH]c(=O)c32)cc1OC (stereo not drawn),-6%,·,9%,·,3%,·,·,·,i

# Exported as labelled records: part of the list above.
CCOC(=O)CCCNC(=O)CN1CCC(c2nc3ccccc3s2)CC1
  KB-3-1 tox: 22%
  HT1080 IDH1KD tx: -16%
  ATXN2 expr inh: 0%
  MCF10A rerep: 0%
  KB-V1 MDR tox: ?
  SW480 rerep: 1%
  HT1080NT lethal: -6%
  IL-1B inflam inh: 10
  S2 tox: i

COc1cc(/C=N/NC(=O)c2ccncc2)cc2c1OCO2
  KB-3-1 tox: 14%
  HT1080 IDH1KD tx: -1%
  ATXN2 expr inh: -11%
  MCF10A rerep: 0%
  KB-V1 MDR tox: 18%
  SW480 rerep: -19%
  HT1080NT lethal: -1%
  IL-1B inflam inh: 14
  S2 tox: i

# The results go on.
SMILES,KB-3-1 tox,HT1080 IDH1KD tx,ATXN2 expr inh,MCF10A rerep,KB-V1 MDR tox,SW480 rerep,HT1080NT lethal,IL-1B inflam inh,S2 tox
Cc1cccc(OCc2nnc3n2CCCCC3)c1,-5%,15%,14%,0%,-7%,1%,8%,-18,i
Cc1ccc(C(=O)Nc2ccc(OCc3cc(=O)n4c(C)csc4n3)cc2)cc1,19%,·,10%,·,28%,·,·,·,i
O=C(CN(C(=O)CCC(=O)Nc1ccccn1)C1CCCC1)NCc1ccc(F)cc1,8%,4%,-1%,-13%,-7%,-7%,10%,32,i
COC(=O)C1C(O)=C(C(C)=N)C(=O)CC1(C)C (stereo not drawn),6%,11%,-13%,-1%,?,-4%,17%,11,i
CCOC(=O)Cc1csc(NC(=O)CSc2cc(Cl)ccc2Cl)n1,2%,-1%,-6%,-45%[inhibitor],-3%,-107%[inhibitor],-2%,52,i
Nc1ncncc1-c1ccccc1Cl,1%,3%,4%,-30%,20%,4%,8%,-5,i
CC(C)CCNC(=O)C1CCCN(S(=O)(=O)c2ccc3c(c2)CC(C)N3C(=O)C2CC2)C1 (stereo not drawn),-5%,-11%,3%,-2%,-18%,?,-5%,-55*,i
CCCCNS(=O)(=O)c1ccc(S(=O)(=O)n2cnc3ccccc32)cc1,-2%,10%,-2%,7%,-3%,-14%,3%,2,i
Cc1cccc(-n2c(N)c(-c3nc4ccccc4n3C)c3nc4ccccc4nc32)c1,7%,-1%,-15%,?,7%,5.8µM*,3%,19,?
CCOC(=O)C1CCN(c2ncnc3c2[nH]c2cccc(OC)c23)CC1,-2%,-11%,-9%,?,0%,-4%[9.22 µM],-7%,?,i
CCN1CCN(S(=O)(=O)c2ccc(Cl)c(C(=O)NCc3nc4ccccc4[nH]3)c2)CC1,?,-5%,-23%,?,0%,10µM*,-3%,-2,i
CC(C)Sc1ncc(S(=O)(=O)c2ccccc2)c(=O)[nH]1,6%,-1%,3%,0%,0%,-1%,2%,5,i
NS(=O)(=O)c1ccc(N=NN2CCCCC2)cc1,-1%,14%,11%,-4%,-15%,-4%,8%,84,i
Cc1ccc(C(=O)C(OC(=O)c2c(C)cc(=O)oc2C)c2ccccc2)cc1 (stereo not drawn),-2%,-13%,·,6%,-18%,-3%,-4%,36,i
COc1ccc(CNC(=O)C[C@H]2C[C@H](C(=O)N3CCCCC3)[C@@]3(C)c4[nH]c5cc(-c6ccco6)ccc5c4CCN3C2=O)cc1OC,-5%,-14%,?,-5%,?,0%[9.22 µM],-1%,0,?
O=C(Cn1ccc2cc(S(=O)(=O)N3CCCCC3)ccc21)NCc1cccc(Cl)c1,-3%,·,-21%,·,-8%,·,·,·,?
COC(=O)N1C/C=C\C(c2ccc(OC)cc2)N(Cc2ccc(F)cc2)C(=O)C1 (stereo not drawn),1%,-1%,-12%,8%,-4%,-10%,-2%,-6,i
O=C(OCc1cnc(Cl)s1)c1cccs1,-3%,16%,-3%,-1%,-3%,-12%,2%,23,i
COc1ccccc1OCCOCCOc1c(C)cc(C)cc1Br,-3%,11%,-11%,6%,?,?,4%,-2,i
CN(C)C(=O)c1cccc(-c2cccc(-c3nc(C(=O)NCc4ccccc4)cc4c3[C@@H](CCO)N(S(=O)C(C)(C)C)C4)c2)c1 (stereo partly drawn),?,?,-29%,·,13%,·,?,-55*,·
CN(CC(=O)NCC(=O)Nc1ccc(F)c(F)c1F)C1CCS(=O)(=O)C1 (stereo not drawn),10%,1%,0%,?,?,-14%,-1%[9.24 µM],6,i
O=[N+]([O-])c1cc([N+](=O)[O-])c(Oc2ccc(Cl)c3cccnc23)cc1NN1CCCCC1,-15%,1%,0%,2%,?,1%,4%,-16,?
Nc1ccc(NC2C[C@@H](C(=O)O)NC2=O)cc1 (stereo partly drawn),22%,3%,-12%,0%,7%,-7%,11%,3,i
CCC(C)NC(=O)c1ccc2nc(-c3ccc(OC)c(OC)c3)c(-c3ccc(OC)c(OC)c3)nc2c1 (stereo not drawn),22%,-1%,-5%,15µM*,16%,?,-9%,-26,i
COc1cc(C2/C(=C(\O)c3ccc4c(c3)CC(C)O4)C(=O)C(=O)N2CCN2CCOCC2)cc(OC)c1OC (stereo not drawn),-28%,-4%,-19%,2%,2%,?,-1%,i,i
CC(=O)c1cc2cccc(OC3(C)CCN(Cc4ccc(-c5ccccn5)cc4)C3)c2o1 (stereo not drawn),0%,-2%,-19%,·,0%,·,-1%,-19,?
COc1ccccc1/C=C/C(=O)NC1CC2CCC1C2 (stereo not drawn),-4%,2%,·,2%,-12%,-11%,12%,-25,i
C#CCOCCOCCOCCNc1nc(N2CCOCC2)nc(N2CCN(C(=O)[C@H](Cc3cc4ccccc4[nH]3)n3cc([C@@H](N)Cc4ccc(O)cc4)nn3)CC2)n1,-7%,-7%,10%,-2%,-7%,3%,-2%,-6,i
CNC(=O)c1ccc(Nc2nnc(-c3ccc(C)c(S(=O)(=O)N4CCOCC4)c3)c3ccccc23)cc1,-9%,·,12%,·,19%,·,·,·,i
CC1CCCCN1C(=O)CSc1nc(-c2ccccc2)cn1N (stereo not drawn),-6%,12%,2%,-1%,-4%,-6%,6%,14,i
COc1ccc(C)cc1NC(=O)C1CC(=O)N(Cc2ccco2)C1 (stereo not drawn),-5%,4%,4%,-5%,20%,-4%,10%,-11,i
CCOC(=O)Nc1ccc2c(CN3CCN(S(=O)(=O)c4ccccc4)CC3)cc(=O)oc2c1,-7%,-2%,-21%,?,?,4%,0%,-13,i
CC1CC1C(=O)OCC(=O)NC(=O)c1ccc(C(C)(C)C)cc1 (stereo not drawn),-2%,-9%,0%,12%,?,10%,-13%,7,i
Cc1ccc(Oc2nc(C(F)(F)F)nc3ccccc23)cc1,2%,-11%,0%,-3%,-14%,-6%,6%,18,i
